AT treatment: qHTS Assay for Identifying a Potential Treatment of Ataxia-Telangiectasia. […] A-T fibroblasts, KAP-1 phosphorylation AlphaLISA; neocarzinostatin DNA damage 30 min before lysis. Potency, µM (titrated, usually from 57.5 µM), for the others: top-dose activation, actives largely listed as activators. 320,000 compounds, 0.19% hits. AID 485349, 2010; also: potency is read from the fitted curve at half-maximal effect; % of control where 0% means no effect; nearly all actives have a fitted effect of over 45% in size
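ATM-like activity read as KAP-1 phosphorylation via AlphaLISA donor/acceptor antibody pairs after lysis and 6 hr at 25C. Cells were ATM-null patient fibroblasts ([…], hTERT), dosed 60 min, then exposed to the DSB inducer NCS for 30 min.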
ELG1 repair inh: qHTS screen for small molecules that inhibit ELG1-dependent DNA repair in human embryonic kidney (HEK293T) cells expressing luciferase-tagged ELG1. HEK293T ELG1-luciferase reporter, luminescence, 16 h; DNA damage induced by 5-fluorouridine. Potency, µM (series often up to 46.1 µM), for inactives: at the highest dose activity change, negative = inhibition, actives largely listed as inhibitors. 330,000 compounds, 2.3% hits. AID 504467, 2011; also: potency is read from the fitted curve at half-maximal effect; % is scaled to controls: 0 for no effect and ±100 for the full control effect; nearly all actives have a fitted effect of over 55% in size
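Cells (2,000 per well) received 5-fluorouridine plus test compound or DMSO and were incubated 16 hr at 37 °C, 5% CO2. Luciferase activity was read by luminescence 30 min after ONE-Glo addition; signal suppression marked inhibition of damage-induced ELG1 function.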
Integrin act MD: qHTS for Activators of Integrin-Mediated Alleviation for Muscular Dystrophy | alpha7betagal myoblasts, beta-gal FDG fluorescence, 48 h | Potency, µM (doses to about 38.3 µM), inactives show top-dose activation, actives largely listed as activators | AID 624291, 2012 | 350,000 compounds, 0.064% hits;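 also: potency is read from the fitted curve at half-maximal effect; 100% = response of the positive control SU9516; nearly all actives have a fitted effect of over 60% in size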
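alpha7betagal+/- myoblasts (passage 13, 250/well) treated 48 h at 37C with compounds at 1:260 dilution of DMSO stock. Lysed, then beta-galactosidase activity read as FDG fluorescence (ex 480/em 540) after 30 min, with pre-read for autofluorescence.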
BCR signal inh: qHTS Assay to Find Inhibitors of Chronic Active B-Cell Receptor Signaling; ABC-DLBCL IkBa-CBG/CBR reporter, luminescence ratio, 4 h; Potency, µM (titrated, usually from 46.1 µM), for inactives: top-dose ratio change, negative = lower green/red ratio, actives largely listed as inhibitors; 340,000 compounds, 0.05% hits; AID 493014, 2011; active = well fitted inhibition curve with a large enough effect in the signal ratio, with a control signal flat, not every such curve was filed as active; inconclusive = small, poorly fitted or top-dose-only effect, or effect the other way, or a change in a side signal; the % refers to the signal ratio;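 also: potency is read from the fitted curve at half-maximal effect; plate controls were basal doxycycline-induced cells for no effect and cells given 10 µM MG132 for full effect; MG132 reads +100%, hits lower the ratio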
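TMD8 ABC-DLBCL cells carrying doxycycline-inducible green luciferase fused to IkappaBalpha plus unfused red luciferase were exposed to compounds (up to 46 uM) for 4 hrs at 37C. Activity came from the overlap-corrected green/red luminescence ratio.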
ASM inhibitor: Inhibitors of Secretory Acid Sphingomyelinase (S-ASM): qHTS | Sphingomyelin phosphodiesterase (Homo sapiens), P17405 | placental ASM, HMU-PC fluorogenic substrate, 60 min | Potency, µM (top dose mostly 57.5 µM), without a hit: top-dose activity change, negative = inhibition, usual class: inhibitors | 340,000 compounds, 0.006% hits | AID 504937, 2011; also: potency is read from the fitted curve at half-maximal effect
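Human placenta-derived ASM preincubated with compound 10 min at room temperature, then reacted with 9 uM (final) fluorogenic HMU-PC substrate for 60 min at 37 C. Stop solution raises pH to 10; fluorescence read at Ex 386/Em 447 nm.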
TCR activator: Activators of T cell receptors: qHTS campaign. 330,000 tested, under 10 active. primary human leukocytes, anti-CD3, IL-2 HTRF, 48 h. Potency, µM (titrated, usually from 9.22 µM), for inactives: at the highest dose activation of IL-2 secretion, most hits filed as activators; also: % of control where 0% means no effect
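IL-2 produced over 48 hr by a-CD3 bead-stimulated primary human leukocytes exposed to compounds was detected with a homogeneous time-resolved FRET immunoassay, 665nm acceptor signal after 320nm excitation.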
Tb PFK block: qHTS Assay to Find Inhibitors of T. brucei phosphofructokinase; ATP-dependent 6-phosphofructokinase (Trypanosoma brucei brucei), O15648; T. brucei PFK, ADP-Glo luminescence; Potency, µM (highest dose often 57.5 µM), without a hit: top-dose activity, negative = inhibition, usual class: inhibitors; 330,000 compounds, 0.17% hits;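 also: potency is read from the fitted curve at half-maximal effect; 0% = uninhibited 1x PFK enzyme wells and -100% = no-enzyme wells; nearly all actives have a fitted effect of over 60% in size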
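Activity is normalized to no-enzyme wells (full inhibition) and 1.25 nM enzyme wells (no inhibition). Reaction: 0.5 mM F6P, 0.1 mM ATP, 45 min RT, ADP-Glo luminescence; concentration-response curves fitted and classed by quality.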
TSHR antag: Antagonists of the Thyroid Stimulating Hormone Receptor: HTS campaign; AID 504810, 2011; 330,000 compounds, 0.2% hits; Thyrotropin receptor (Homo sapiens), P16473; TSHR-expressing cells, TSH-stimulated cAMP HTRF, 2 h; active compounds read low; activity change, negative = inhibition, % at 11.5 µM;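 active = activity change below a set negative limit, meaning inhibition stronger than a set level, cut at about -70% in these data; inconclusive = activity change between two set negative limits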; also: % is scaled to controls: 0 for no effect and ±100 for the full control effect
Target sequence (P16473 whole entry, looked up): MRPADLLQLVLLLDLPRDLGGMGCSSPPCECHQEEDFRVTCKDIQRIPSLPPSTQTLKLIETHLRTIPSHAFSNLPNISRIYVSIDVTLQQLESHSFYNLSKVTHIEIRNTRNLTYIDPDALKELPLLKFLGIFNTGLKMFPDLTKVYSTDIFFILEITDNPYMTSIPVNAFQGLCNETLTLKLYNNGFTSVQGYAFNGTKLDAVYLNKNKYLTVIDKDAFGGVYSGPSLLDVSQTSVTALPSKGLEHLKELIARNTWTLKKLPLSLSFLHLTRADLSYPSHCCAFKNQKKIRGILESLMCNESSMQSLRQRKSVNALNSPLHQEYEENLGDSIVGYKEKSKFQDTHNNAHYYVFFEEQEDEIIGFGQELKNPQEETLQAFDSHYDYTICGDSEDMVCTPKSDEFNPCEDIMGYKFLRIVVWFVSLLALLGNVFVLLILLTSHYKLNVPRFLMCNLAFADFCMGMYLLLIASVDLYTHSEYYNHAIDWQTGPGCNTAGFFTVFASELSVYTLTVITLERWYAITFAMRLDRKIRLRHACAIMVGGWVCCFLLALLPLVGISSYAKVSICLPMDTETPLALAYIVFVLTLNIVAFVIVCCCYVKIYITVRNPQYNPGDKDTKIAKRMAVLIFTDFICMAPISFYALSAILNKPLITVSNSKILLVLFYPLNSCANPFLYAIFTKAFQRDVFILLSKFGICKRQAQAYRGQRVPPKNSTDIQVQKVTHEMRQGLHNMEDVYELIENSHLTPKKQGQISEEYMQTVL
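TSHR-expressing cells, 200/well, pre-treated with compound, then stimulated with EC80 TSH (4nM final) for 2 hours at 37 deg C. cAMP measured by competitive HTRF: anti-cAMP cryptate antibody in lysis buffer plus cAMP-d2, read after 30 minutes at room temperature.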
Eya2 inh: qHTS Assay for Inhibitors of the Phosphatase Activity of Eya2. Potency, µM (highest dose often 76.9 µM), for inactives: at the top dose activity, negative = inhibition, usual class: inhibitors. Protein phosphatase EYA2 (Homo sapiens), O00167. recombinant Eya2, OMFP fluorescence dephosphorylation (OMFP is methylfluorescein phosphate). 330,000 compounds, 0.006% hits. AID 488837, 2010; also: potency is read from the fitted curve at half-maximal effect; % is scaled to controls: 0 for no effect and ±100 for the full control effect
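Eya2 protein (added as 0.2 uM solution) was preincubated with compound for 10 min at ambient temperature in 50 mM HEPES pH 7.5, 50 mM NaCl, 5 uM MgCl2, 0.05% BSA, 1 mM DTT. OMFP (added at 50 uM) then reacted 10 min; fluorescence read at 485/525 nm.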
Mito fusion act: qHTS Assay for Small Molecule Inhibitors of Mitochondrial Division or Activators of Mitochondrial Fusion. S. cerevisiae fusion-defective mutant growth rescue, CellTiterGlo 48 h. 320,000 compounds, 0.23% hits. AID 485298, 2010. Potency, µM (top dose mostly 46.1 µM), without a hit: at the highest dose growth rescue (activation), usual class: activators;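 also: potency is read from the fitted curve at half-maximal effect; % of control where 0% means no effect; nearly all actives have a fitted effect of over 45% in size; temperature-sensitive fusion mutants such as fzo1-1 at 37 °C on non-fermentable ethanol glycerol medium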
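S. cerevisiae fusion-defective temperature-sensitive mutants (e.g. fzo1-1, mgm1-5) grown 48 h at 37C in YPEG (ethanol/glycerol non-fermentable) medium with 23 nl compound per well; growth rescue read as CellTiterGlo luminescence.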
PTAP TSG101 blk: qHTS Assay for Iinhibitors of HIV-1 Budding by Blocking the Interaction of PTAP/TSG101; Tumor susceptibility gene 101 protein (Homo sapiens), Q99816; Fluorescence polarization, FITC-PTAP peptide / Tsg101 binding; Potency, µM (doses to about 115 µM), for the others: at the top dose activity change, negative = inhibition, hits mostly inhibitors; 340,000 tested, under 10 active; AID 493005, 2010; active = well fitted inhibition curve with a large enough effect in the main read-out, with a control signal flat, not every such curve was filed as active; inconclusive = small, poorly fitted or top-dose-only effect, or effect the other way, or a change in a side signal; inactive = no such curve, though single readings can be large or run the other way; also: potency is read from the fitted curve at half-maximal effect; % of control where 0% means no effect
Target sequence (Q99816 whole entry, looked up): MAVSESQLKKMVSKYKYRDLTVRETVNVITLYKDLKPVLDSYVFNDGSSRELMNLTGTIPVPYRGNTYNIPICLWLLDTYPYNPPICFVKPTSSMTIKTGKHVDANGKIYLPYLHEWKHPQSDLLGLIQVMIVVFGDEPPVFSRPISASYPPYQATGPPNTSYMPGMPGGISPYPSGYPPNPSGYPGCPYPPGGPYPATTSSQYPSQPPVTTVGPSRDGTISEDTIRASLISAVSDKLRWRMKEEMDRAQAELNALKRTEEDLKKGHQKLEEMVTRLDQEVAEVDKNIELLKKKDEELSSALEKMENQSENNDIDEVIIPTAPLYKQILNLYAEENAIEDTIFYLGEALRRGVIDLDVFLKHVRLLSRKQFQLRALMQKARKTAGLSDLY
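Steps: Tsg101 binding domain dispensed (10 uM final), compounds pinned in DMSO, FITC-labeled PTAP-motif peptide added (50 nM final); after 20 min binding at room temperature, polarization measured.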
Numbers without * were called inactive; ? = inconclusive; / = not tested or not shown; [ ] = dose if it differs, or a comment. Unless noted, calls follow the shape of the dose curve; as a rule, active = well fitted curve in the direction sought with a large enough effect; inconclusive = small, poorly fitted or top-dose-only effect, or another doubt; inactive = no such curve, though single readings can be large; an effect the other way counts as inactive or inconclusive.

SMILES | AT treatment | ELG1 repair inh | Integrin act MD | BCR signal inh | ASM inhibitor | TCR activator | Tb PFK block | TSHR antag | Eya2 inh | Mito fusion act | PTAP TSG101 blk
Cc1ccc(NC2CCCN(C(=O)c3ccc(F)cc3)C2)cc1C (centres undefined) | 6.4% | 2.4% | -32.9% | -0.4% | -0.7% | -2.7% | 0.0% | 11.3 | 1.0% | 1.8% | -2.2%
COc1ccc(/C=C2\Cc3ccccc3C2=O)cc1OC | 4.9% | ? | -14.9% | 4.2% | 155.3%[activator] | 1.3% | 4.1% | -8.6 | ? | -22.0% | 1.5%
O=C(O)COc1ccccc1/C=N/NC(=O)CSc1nc2ccccc2n1Cc1ccccc1Cl | -4.7% | -3.8% | -3.2% | -6.2% | 7.1% | -6.2% | 3.0% | -1.8 | -24.9% | 0.7% | -5.4%
Cc1nnsc1S(=O)c1ccc(Br)cc1 (centres undefined) | 15.2% | ? | -78.4%[inhibitor] | -11.2% | 4.7% | -10.2% | -8.5% | 6.5 | 6.9% | 23.2% | -6.2%
O=C(COC(=O)[C@H](Cc1ccccc1)NC(=O)c1ccco1)NCc1ccccc1 | -3.9% | ? | 26.8% | 9.6% | -2.5% | -0.1% | -2.3% | -3.7 | 0.9% | 2.4% | -1.1%
COc1cccc(-n2cnc3sc(C)cc3c2=O)c1 | -0.8% | ? | -0.7% | -8.0% | 12.9% | 0.8% | -0.4% | -4.3 | -9.0% | 2.8% | 2.5%
CNC(=O)c1[nH]cnc1C(=O)NCC(=O)OC(C)(C)C | -3.5% | 25.8% | 18.9% | 12.7% | -1.9% | -0.6% | -2.0% | -4.8 | 6.1% | -1.5% | -3.0%
Cc1ccc(C2N(c3cccc(Cl)c3)C(=O)C3CCCN32)o1 (centres undefined) | 10.4% | 11.0% | 17.3% | -1.9% | -0.4% | -1.6% | 0.2% | 3.7 | 15.0% | 1.3% | -1.8%
CC(C)n1c(CNC(=O)c2ccccc2)nc2ccccc21 | 3.8% | -2.9% | 5.2% | -2.4% | -2.2% | -9.4% | -9.8% | 1.9 | 6.9% | -5.3% | -5.9%
C[C@H](NC(=O)c1nc[nH]c1C(=O)N[C@@H](CCCCNC(=O)OC(C)(C)C)C(=O)OC(C)(C)C)C(=O)OCc1ccccc1 | 1.1% | -4.7% | 7.9% | 1.0% | -10.0% | -2.2% | 1.1% | -13.8 | -27.5% | -1.8% | ?
COc1ccc(CN2CCCCC2C(=O)Nc2ccc(OC)c(OC)c2)cc1OC (centres undefined) | 0.0% | -1.2% | 14.6% | ? | -0.1% | 6.0% | 0.4% | -2.6 | 4.7% | -3.4% | -2.5%
O=C(COC(=O)[C@@H]1CCCN1S(=O)(=O)c1ccc(Cl)cc1)NC1CC1 | -4.6% | -4.5% | -0.8% | -0.6% | -4.0% | 0.5% | -0.7% | -12.3 | -3.2% | -1.6% | -0.8%
O=C(CCNC(=O)c1ccc(Cl)cc1)NN1C(=O)NC2(CCCCC2)C1=O | 1.0% | 2.9% | 21.2% | -4.6% | 5.9% | 12.2% | -0.9% | 11.3 | 3.5% | -2.2% | -12.8%
O=C(CCn1c(=O)sc2ccccc21)Nc1nccs1 | / | ? | 13.2% | ? | -2.0% | 5.6% | 4.7% | 0.4 | 39.0% | 2.6% | -1.0%
CCOC(=O)c1cc2c(ccn2C)n1CC(=O)N1C(C)CCCC1C (centres undefined) | -9.0% | -3.4% | 24.2% | 9.2% | -0.8% | 0.8% | 1.9% | 14.1 | ? | 8.1% | -1.6%
CCCCn1nc(C(=O)NC2=NCCS2)c2ccccc2c1=O | -8.0% | ? | -18.2% | 29.0% | -3.6% | 8.4% | 0.2% | -0.9 | -4.6% | -3.7% | -2.2%
CCCCNC(=O)CCC(=O)Nc1ccc2nc(N3CCCCC3)cc(C)c2c1 | 1.3% | ? | -14.0% | 11.9% | / | 18.3% | 0.8% | 0.4 | 1.5% | 1.4% | -7.2%
Cc1cccc(NC(=O)Cn2cc(C(=O)C3CC3)c3ccccc32)c1 | 5.2% | -8.2% | -19.4% | 16.2% | -2.0% | -3.8% | ? | 33.9 | 13.0% | -6.5% | 1.1%
O=c1oc2ccccc2c(NC2CCCCC2)c1NS(=O)(=O)c1ccc(F)c(Cl)c1 | -1.1% | 1.2% | 16.5% | ? | 8.3% | 1.7% | 0.5% | 7.8 | -4.0% | 0.7% | -2.7%
Cc1[nH]c(C)c(S(=O)(=O)Nc2ccccc2)c1C(=O)N1CCCC1 | 4.2% | 13.4% | -13.6% | 4.0% | 0.1% | 5.5% | -0.1% | -2.4 | 13.8% | -1.5% | -2.1%
O=C(COc1ccc(Cl)cc1)NC(=S)Nc1ccccc1N1CCOCC1 | 6.9% | 0.4% | 8.6% | -0.1% | 4.4% | -0.2% | -10.3% | -12.8 | 1.6% | 3.8% | /
O=C1C2CC=C(Cl)CC2C(=O)N1CCc1ccccc1 (centres undefined) | 2.3% | 22.5% | 26.7% | 9.1% | 1.2% | / | 17.0% | 9.8 | 8.1% | 3.0% | /
Cc1onc(-c2ccccc2)c1C(=O)Nc1nnc(C(C)(C)C)s1 | -5.9% | -5.0% | 7.4% | -8.1% | -4.1% | -1.5% | -4.3% | -9.5 | 2.9% | -5.4% | -7.8%
CN(C)c1ccc(C(=O)NNC(=O)Nc2ccccc2)cc1 | -12.8% | ? | -17.2% | -9.2% | 5.4% | 1.7% | -4.9% | 9.5 | 9.0% | -2.0% | -3.8%
CC(Cc1ccccc1)NC(=O)/C=C/c1ccc([N+](=O)[O-])cc1 (centres undefined) | 11.8% | -17.7% | -21.0% | ? | -3.8% | 1.8%[46.1 µM] | 0.5% | -8.2 | -2.2% | 16.3% | -0.3%

(more compounds)
SMILES | AT treatment | ELG1 repair inh | Integrin act MD | BCR signal inh | ASM inhibitor | TCR activator | Tb PFK block | TSHR antag | Eya2 inh | Mito fusion act | PTAP TSG101 blk
COc1cc(C(=O)OCC(=O)Nc2ccc(S(=O)(=O)NC3=NCCCCC3)cc2)cc(OC)c1OC | -1.4% | 10.0% | 3.3% | -1.6% | -4.8% | / | -1.2% | 18.0 | -19.4% | / | -1.1%
CN(C)C(CNC(=O)C1CCN(S(=O)(=O)c2ccc(Cl)cc2)CC1)c1ccccc1 (centres undefined) | -2.9% | 13.5% | -9.2% | -2.4% | -1.1%[11.5 µM] | 2.9% | 1.6% | 3.2 | -7.6% | -1.9% | -2.3%
Cc1ccccc1CC1(CO)CCCN(C(=O)CCC(F)(F)F)C1 (centres undefined) | 2.0% | 0.0% | 12.8% | -0.6% | 2.4% | 3.6% | 0.3% | 17.5 | 10.0% | -0.3% | -3.9%
Cc1cc(C(=O)NNC(=O)c2ccccc2[N+](=O)[O-])c(C)o1 | -5.9% | ? | 13.2% | ? | 6.3% | -2.7% | 1.3% | -14.5 | 12.8% | -3.7% | -0.4%
Cc1cc(C(=O)OCC(=O)NC(C)C)c2ccccc2n1 | 3.4% | 3.3% | 4.3% | 3.3% | 0.3% | -5.6% | -1.9% | 24.5 | 0.1% | 1.3% | -2.0%
CCn1nnnc1NCc1ccc(SC)cc1 | 0.0% | 12.5% | 0.2% | 1.6% | 5.0% | 0.8% | 0.5% | 2.1 | -0.4% | -0.8% | -4.4%

From PubChem BioAssay
